Nrf2 block – inhibitors of Nrf2 signaling. 360,000 tested, 2.1% active. A549 ARE-Fluc reporter, luciferase luminescence, 18-24 h. Potency, µM (highest dose often 46 µM), without a hit: at the highest dose activity change, negative = inhibition, most hits filed as inhibitors; note: potency is the fitted concentration of half-maximal effect; % is set by controls: 0 for no effect and ±100 for the full control effect; nearly all actives have a fitted effect of over 60% in size
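Concentration-response testing used A549 ARE_Fluc cells at 5000 cells/well. Following an 18-24 h compound incubation, viability was read by fluorescence (Ex 405/Em 525) and luciferase output by luminescence.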
TGFb SMAD3 inh – blocks TGF-b signaling; Potency, µM (series often up to 46.1 µM), without a hit: at the highest dose activity, negative = inhibition, actives largely listed as inhibitors; 410,000 tested, 1.2% active; HepG2 CAGA-GFP TGF-b/SMAD3 reporter, GFP fluorescence, 18 h; TGF-beta stimulated, 500 pg/mL final; note: potency is the fitted concentration of half-maximal effect; % is set by controls: 0 for no effect and ±100 for the full control effect; nearly all actives have a fitted effect of over 65% in size
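TGF-beta reporter screen: HEPG2 CAGA-GFP, 1% FBS, 500 pg/mL TGF-beta final, 18 h; per-cell GFP summed per well; curves fitted and categorized by class.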
Nrf2 ARE act – Nrf2 pathway activation; AID 624171; AREc32 ARE-luciferase reporter (MCF7-derived line), luminescence, 24 h; 410,000 tested, 0.31% active; Potency, µM (doses to about 46.1 µM), for inactives: top-dose activation, most hits filed as activators; note: potency is the fitted concentration of half-maximal effect; % of control where 0% means no effect; nearly all actives have a fitted effect of over 65% in size
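ARE activation measured as luciferase luminescence (Steady-Glo, 30 min RT) in AREc32_Fluc cells after 24 hr compound exposure at 37 deg C, 5% CO2; cells seeded overnight at 1000/well in OPTI-MEM, 5% FBS.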
Mm-Cpn inhibitor – blocks the Methanococcus maripaludis chaperonin Mm-Cpn; purified Mm-Cpn ATPase, ADP Transcreener TR-FRET; Potency, µM (top dose mostly 76.9 µM), inactives show at the top dose activity, negative = inhibition, actives largely listed as inhibitors; 330,000 tested, 0.031% active; note: potency is the fitted concentration of half-maximal effect; % is set by controls: 0 for no effect and ±100 for the full control effect; nearly all actives have a fitted effect of over 80% in size
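Compound-treated chaperonin, 25 nM final, turns over 10 uM ATP at 37°C for 30 min following a 10 min preincubation; ADP generated competes with ADP-d2 for Eu-cryptate antibody, lowering FRET.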
Abeta yeast res – A-beta toxicity reversal in yeast. yeast expressing A-beta42, growth rescue, OD600, 48 h; response scale: 0% DMSO, 100% iron-clioquinol control. Potency, µM (doses to about 46.1 µM), inactives show at the highest dose growth rescue, most hits filed as activators. 410,000 tested, 0.063% active; note: potency is the fitted concentration of half-maximal effect; nearly all actives have a fitted effect of over 55% in size
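Yeast growth medium received pinned compounds, then yeast cells expressing toxic A-beta were added; plates incubated at 30 C for 48 hr. Growth read as absorbance at 600 nm, normalized to DMSO and equimolar FeCl3 plus clioquinol controls.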
CCT modulator – changes cytosolic chaperonin activity | purified chaperonin ATPase assay, HTRF ADP detection, 30 min | activity change, % (no concentration beside the values), hits read low | 360,000 tested, 0.3% active | AID 651819; in the data active = activity change below about -30%; note: % is set by controls: 0 for no effect and ±100 for the full control effect
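TRiC at 40 or 20 nM final (batch-dependent) in 30 mM Tris pH 7.4, 100 mM KCl, 5 mM MgCl2, 1 mM DTT, with compound at single 76 uM and 10 uM ATP, 30 min at 37 deg C. ADP detected by HTRF Transcreener, 665/615 ratio.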
HepG2 viability – counter-screen for TGF-b inhibitors: cytotoxicity in HepG2 cells; HepG2 CAGA-GFP viability, ATP luminescence, 18 h; AID 588856; 410,000 tested, 0.76% active; Potency, µM (top dose mostly 46.1 µM), for the others: top-dose activity change, negative = cytotoxicity, actives largely listed as cytotoxic; note: potency is the fitted concentration of half-maximal effect; some results filed as inactive show a strong effect at the top dose
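CellTiter-Glo luminescence gave cytotoxicity after 18 hours at 37 degrees C. The cells were HepG2 CAGA-GFP in 1% FBS DMEM, stimulated with 500 pg/mL TGF-beta after compound addition. %Activity was normalised to no-cell wells (complete cell-killing) and DMSO (no toxicity), and curves were fitted and classified.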
Akt phos inh – Akt phosphorylation inhibition; Neuro2A IGF-stimulated pAkt S473 HTRF, 20 min; active compounds read low; activity change, % for hits at 50 µM; 360,000 tested, 0.32% active; in the data active = activity change below about -80%; inconclusive = mostly about -51% to -80%; note: % is set by controls: 0 for no effect and ±100 for the full control effect
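Neuro2A cells (4,500/well, DMEM with 0.5% FBS) were treated with compound at a single 50 µM final concentration, stimulated with 6 nM IGF for 20 min at 37 °C, and lysed. Phospho-Akt Ser473 was read by HTRF as 665/615 ratio ×10^4.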
A549 viability – kills or reduces viability of A549 cells in Nrf2 counter-screen; A549 ARE-Fluc cells, CellTiter-Fluor viability, 18-24 h; Potency, µM (series often up to 46 µM), for inactives: at the highest dose activity change, negative = cytotoxicity, hits mostly inhibitors; 390,000 tested, 0.16% active; AID 504648; note: potency is the fitted concentration of half-maximal effect; % is set by controls: 0 for no effect and ±100 for the full control effect
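A549 ARE-Fluc cells in 5% FBS OPTI-MEM, 5000 cells/well, rested 2 h then exposed to compounds in concentration-response for 18-24 h at 37 °C. Viability by CellTiter-Fluor fluorescence (Ex 405/Em 525) after 30 min; luciferase luminescence (BugLite, 15 min, RT) read afterwards.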
Starred values were filed as active, the others as inactive; i = inactive; u = inconclusive; x = not tested or not shown; & = joins results of further samples; [ ] = dose if it differs, or a comment. Unless noted, calls come from the whole dose curve; as a rule, active = well fitted curve in the direction sought with a large enough effect; inconclusive = small, poorly fitted or top-dose-only effect, or another doubt; inactive = no such curve, though single readings can be large; an effect the other way counts as inactive or inconclusive.

SMILES | Nrf2 block | TGFb SMAD3 inh | Nrf2 ARE act | Mm-Cpn inhibitor | Abeta yeast res | CCT modulator | HepG2 viability | Akt phos inh | A549 viability
Cc1ccc(CNC(=O)c2cc3c(=O)n(C)c4ccccc4c3n2C)o1 | -10% | -16% | -0.5% | -2% | 7% | -0.1 | -33% | i | -5%
CSc1ccccc1OCc1cc(C(=O)N(C)Cc2ccncn2)no1 | u | -9% | 0.0% | 3% | 11% | -0.6 | 5% | i | -1%
O=c1cc(CS(=O)(=O)c2ccccc2)nc(-c2ccncc2)[nH]1 | -4% | u | -0.5% | -4% | -5% | 0.1 | -17% | i | -1%
CC1CCCCC1NC(=O)CSc1nnc(-c2ccco2)n1C (stereo not drawn) | 11% | 0% | -0.3% | -3% | -15% | -0.7 | -3% | i | 6%
CCc1nnc(NC(=O)CSc2nc3c([nH]c4ccccc43)c(=O)n2-c2ccc(Cl)cc2)s1 | x | -27% | 0.1% | x | -9% | x | -29% | x | -6%
CCN(CC)CCCNC(=O)CSc1nc(-c2cccs2)cc(C(F)(F)F)n1 | -13% | -2% | 0.3% | 1% | 6% | 0.2 | -4% | i | 5%
CCn1c(SCC(=O)Nc2ccc3c(c2)OCCO3)nnc1-c1cccnc1 | 6% | 3% | -0.3% | 2% | -18% | -0.2 | -6% | i | -1%
Cc1ccc(C)c(/C=C2\N=C(c3ccccc3F)OC2=O)c1 | -17% | 2% | -0.2% | -2% | -7% | 1.1 | 7% | i | -1%
CC(C)c1cccc(C(C)C)c1NC(=O)COC(=O)C1CCC1 | 2% | -1% | 0.3% | 0% | 0% | -7.7 | 1% | i | -1%
CNC(=O)CSc1nnnn1CCCOC | 7% | 0% | -0.6% | 2% | 15% | -1.6 | -38% | i | -1%
COc1ccccc1CNC(=O)c1cccc(C)c1[N+](=O)[O-] | 15% | 1% | 0.1% | 1% | 7% | -1.4 | -6% | i | 0%
COc1ccc(Br)cc1CN(C)C(C)C(=O)Nc1cccc(C(C)=O)c1 (stereo not drawn) | u | -22% | 0.4% | 1% | 2% | 0.9 | -22% | i | -16%
COC(=O)/C=C1/S/C(=N/N=C/c2ccco2)NC1=O | -5% | 3% | 10µM* | 0% | -12% | -0.2 | 17% | i | -20%
COc1ccc(CCCc2nnc(SCc3nc4ccccc4c(=O)[nH]3)n2C)c(C)c1 | -17% | 8% | -0.5% | -2% | -8% | -2.5 | -6% | i | 3%
COc1ccc(-c2nc(Cn3c(SCc4ccc(F)cc4)nc4cccnc43)c(C)o2)cc1 | 18µM* | u | -0.4% | x | 3% | x | -26% | x | u
Cc1n[nH]c(C)c1N1C(=O)c2cccc3cc(Br)cc(c23)C1=O | -22% | -1% | 3.8% | -5% | -6% | -3.0 | -12% | i | -15%
CCOC(=O)c1nc(C)sc1-c1ccnn1S(=O)(=O)c1cccc(Cl)c1 | -6% | -1% | 0.8% | -1% | -17% | -2.0 | 15% | i | -2%
CCn1c2ccc(F)cc2c2nnc(NN)nc21 | -5% | u | -0.4% | -1% | 9% | 1.5 | -6% | i | -8%
O=C(NCc1cccc(Cl)c1)C1Cc2c(-c3ccccc3)ccnc2O1 (stereo not drawn) | x | 0% | -0.4% | x | -11% | -1.5 | -24% | i | x
O=C(Nc1ccc2nc(SCCOc3ccccc3Cl)sc2c1)c1cccs1 | 9.2µM* | 2% | 2.1% | x | -1% | x | -19% | x | 0%
CCOc1cc(N2CCOCC2)c(OCC)cc1NC(=O)CN1C(=O)NC2(CCCCC2C)C1=O (stereo not drawn) | 9% | -15% | -0.5% | -2% | 7% | -0.4 | -4% | i | -3%
CCCc1nc2c(c(=O)c3ccccc3n2C)c(=O)n1-c1cc(C)cc(C)c1 | 2% | -9% | -0.2% | 0% | -18% | -0.9 | -9% | i | -2%
O=C1C=C(O)c2c(O)cc(O)c(O)c2C1=O | u | u | 0.2% | x | -44% | -0.5 | -13% | i | u
COc1ccccc1CCNC(=O)C1CCC(=O)N(Cc2ccccc2OC)C1 (stereo not drawn) | 11% | -27% | 0.3% | 0% | 9% | -3.3 | -15% | i | 1%
O=C(NC1CCCC1)C1CCCN1C(=O)Oc1ccccc1 (stereo not drawn) | 6% | 5% | -1.1% | -1% | 9% | -0.6 | -8% | i | 1%
COc1ccc(C(=O)CSc2nnc(-c3ccco3)n2CC2CCCO2)cc1 (stereo not drawn) | 11% | 8% | -0.3% | -1% | -1% | -1.5 | -21% | i | 1%
Cn1c(CC(=O)Nc2ccccc2)nnc1SCC(=O)NC1CCCC1 | -18% | 4% | 0.1% | 4% | -12% | 0.0 | -8% | i | u
CN(Cc1ccccc1)C(=O)COC(=O)c1ccc2c(c1)OCO2 | 5% | 47%[activator] | 0.6% | 0% | -14% | -2.3 | -6% | i | -11%
COc1cc(C(=O)N/C(=C/c2ccc(F)cc2)C(=O)NC(C(=O)O)c2ccccc2)cc(OC)c1OC (stereo not drawn) | -18% | -12% | -0.4% | 2% | -7% | 0.2 | -2% | i | -10%
CCN1CCN(CC(=O)Nc2ccc(C)c(Br)c2)CC1 | -12% | 0% | -0.2% | 1% | -11% | 0.5 | -5% | i | -15%

One compound at a time, from the list above. Order of screens: Nrf2 block | TGFb SMAD3 inh | Nrf2 ARE act | Mm-Cpn inhibitor | Abeta yeast res | CCT modulator | HepG2 viability | Akt phos inh | A549 viability
COc1ccccc1CCNC(=O)C1CCC(=O)N(Cc2ccccc2OC)C1 (stereo not drawn) is listed as 11% | -27% | 0.3% | 0% | 9% | -3.3 | -15% | i | 1%
COc1ccc(C(=O)CSc2nnc(-c3ccco3)n2CC2CCCO2)cc1 (stereo not drawn) is listed as 11% | 8% | -0.3% | -1% | -1% | -1.5 | -21% | i | 1%
CCOC(=O)c1nc(C)sc1-c1ccnn1S(=O)(=O)c1cccc(Cl)c1 is listed as -6% | -1% | 0.8% | -1% | -17% | -2.0 | 15% | i | -2%
Cn1c(CC(=O)Nc2ccccc2)nnc1SCC(=O)NC1CCCC1 is listed as -18% | 4% | 0.1% | 4% | -12% | 0.0 | -8% | i | u

Following part
SMILES | Nrf2 block | TGFb SMAD3 inh | Nrf2 ARE act | Mm-Cpn inhibitor | Abeta yeast res | CCT modulator | HepG2 viability | Akt phos inh | A549 viability
COc1ccc(C(=O)NC(=S)NC(C)C)cc1Br | 9% | u | 2.8% | -1% | 9% | -1.1 | -34% | i | -1%[1.84 µM]
COC(=O)/C=C/c1c(C)nc(NCc2ccccc2)nc1Cl | 0% | -3% | -0.6% | -2% | -7% | 0.0 | 0% | i | -7%
C#CCN(C[C@@H]1[C@@H](OC(=O)Nc2c(C)noc2C)[C@@H](OC(=O)Nc2c(C)noc2C)Cn2c(=O)n(CCCCCC)c(=O)n21)S(=O)(=O)c1ccc(C)cc1 | x | -26% | 3.8% | x | 1% | -3.0 | -16% | i | x
COc1ccc(/C=C/C(=O)OCC(=O)c2ccc3c(c2)NC(=O)CO3)c(OC)c1 | -24% | 4% | -0.2% | -1% | -18% | 0.3 | -1% | i | 2%
COCC(C)NC(=O)Cn1c(SCc2ccccc2)nc2ccccc21 (stereo not drawn) | -16%&-5% | 0%&6% | -0.3% | -2% | 18% | -0.8 | 6%&-1% | i | -5%&-1%
O=C(Nc1ccc(C(=O)N2CCN(c3ccccc3)CC2)cc1)C1=CSCCO1 | u | 7% | 0.0% | 0% | 7% | 1.1 | 6% | i | 2%
CN1C(=O)CSc2ccc(C(=O)O)cc21 | 11% | -2% | -0.4% | 2% | -8% | 0.4 | 4% | i | 0%
COc1ccc(OC)c(-n2c(SCC(=O)N3CCc4ccccc43)nc3c(c2=O)SCC3)c1 | -18% | 1% | 0.2% | -1% | -2% | -0.2 | 0% | i | -2%
CN1CCN(C(c2ccc(C(F)(F)F)cc2)c2ccc3cccnc3c2O)CC1 (stereo not drawn) | -29% | u | 4.0% | 2% | -78%[inhibitor] | -4.1 | -26% | i | -8%
OC(c1ccccn1)(c1ccccn1)c1ccccn1 | u | 0% | -0.7% | 4% | 11% | 0.3 | 9% | i | u
CCOC(=O)c1c(C)[nH]c(C(=O)COC(=O)CCSc2ccccc2)c1C | 5% | -6% | 5.5% | 1% | 12% | 0.6 | -1% | i | -2%
O=C(Nc1ccc(-n2nncc2-c2ccco2)cc1)c1cc2ccccc2oc1=O | 10% | 4% | -0.4% | 0% | -4% | 1.3 | 0% | i | 11%
COC(=O)N(C)c1nc2ccccc2s1 | u | 0% | 7.5% | 0% | -7% | -3.3 | 0% | i | 9%
CC1CCN(S(=O)(=O)N2CCC(C(=O)NCCC3=CCCCC3)CC2)CC1 | -6% | -18% | -0.1% | 1% | 29% | -3.5 | -5% | i | 4%
O=C(Nc1cccnc1)C1CCN(S(=O)(=O)c2ccc(Cl)cc2)CC1 | -21% | 0% | 0.0% | 4% | -15% | 1.5 | 12% | i | 0%
CC(=O)Nc1cc(C(=O)N2CCCC2)ccc1Sc1ccc(Cl)cc1 | -10% | -2% | -0.7% | -4% | -1% | -0.3 | -10% | i | 2%
O=C(CN1C(=O)COc2ccccc21)N(Cc1cccnc1)Cc1cccc(F)c1 | -1% | 2% | 0.1% | 2% | -24% | -3.3 | -4% | i | -2%
Cc1cccc(-n2nnc3c(=O)n(CC(=O)Nc4cc(C)on4)cnc32)c1 | 0% | -1% | -0.6% | 0% | -11% | -5.5 | 7% | i | -14%
